Screening results deposited in PubChem by several laboratories.
NOD2 inhibition = NOD2 signaling inhibitors, cell-based, luminescence, uHTS, HEK293 (AID 1566) | HEK293 NOD2/NF-kB luciferase reporter, luminescence; higher % means a stronger effect | one-dose inhibition, % at 4 µM; EC50 in µM for titrated hits | 290,000 tested, 0.63% active; in the data active means inhibition above about 50%; further: many of its hits are not listed in these tables
Yfh1-depleted yeast = enhancers of respiration in Yfh1-depleted yeast, dose response, Friedreich's ataxia, plus single-dose screen (AID 1465) | S. cerevisiae Yfh1-off respiration, WST-1 reduction, 72 h; higher fold induction means a stronger effect | one-dose fold induction at 50 µM; EC50 in µM for titrated hits | 220,000 tested, 0.074% active;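 active means fold induction of absorbance versus untreated yeast above a set limit, then at least 30% activation at any dose in follow-up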;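 further: activators that raise dye reduction in frataxin-depleted yeast; strong numbers were not always called active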
Ins promoter up = MIN6 insulin promoter up-regulation; MIN6 insulin promoter-GFP reporter, high-content imaging; stronger effect = higher value; z-score at 5 µM; 190,000 tested, 0.3% active;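 active means z-score above 3 at 5 µM with at least 500 cells counted in the well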
Dynein transport = dynein cargo transport inhibition; 220,000 tested, 0.47% active; z-score, hits read low; 3617.4 mouse cells, GR-EGFP nuclear translocation imaging; test concentration mostly 20 µM; stimulated with dexamethasone, 1 µM; stronger effect = lower value; AID 1381;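 active means plate z-score of nuclear minus cytoplasmic receptor signal below a set negative limit, without overly bright fluorescence or cell loss, cut at about -3.5 in these data, passing the limit was not always enough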;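 further: z-score of nuclear minus cytoplasmic ring GR-EGFP intensity difference per well; some compounds called inactive have numbers as strong as hits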
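Buffer or medium: tetracycline-free induction medium containing charcoal-stripped FBS / Reagent: dexamethasone agonist, 1.0 µM final, for 30 min / Technique: automated 10x imaging of fixed Hoechst-stained cells / Times: induction 48 h, compound 1 h, agonist 30 min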
Autophagy mod = autophagy modulation, high-content screen. MEF GFP-LC3 puncta imaging; test concentration mostly 10 µM. calls only at 10 µM (by protocol). 190,000 tested, 0.98% active. AID 463193;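 active means percentage of spot-positive cells more than 3 SD above its plate mean, without a fluorescence outlier flag or 80% toxicity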;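 further: spot-positive cell cutoff set from DMSO-treated cells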
Lipid droplet = modulators of hepatic lipid droplet formation | AML12 mouse hepatocytes, oleate lipid droplets, BODIPY imaging | inhibition, % at 6.5 µM | 240,000 tested, 0.4% active;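 active means lipid droplet intensity inhibited by at least 50%, with more than 500 cells counted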
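material = mouse AML12 hepatocyte cell line, fixed after treatment | also added = 100 µM oleic acid challenge | doses = compound at 6.5 µM only | schedule = overnight exposure | technique = Image-based BODIPY and DAPI two-channel analysis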
bCat nuc transl = beta-catenin nuclear translocation modulation | AID 1665 | nuclear translocation activity, % at 5 µM | HeLa beta-catenin nuclear translocation, immunofluorescence imaging | 190,000 tested, 0.3% active;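 active means nuclear translocation activity above 50% at 5 µM, with a well cell count of 50 or more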;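 further: per-cell ratio of nuclear to cytoplasmic median beta-catenin stain intensity; plate controls were DMSO negative control for no effect and GSK-3 inhibitor IX positive control for full effect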
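System: Human HeLa cells, endogenous beta-catenin | Compound dosing: 5 µM primary, 0.02–20 µM confirmation | Timing: 24 h compound exposure at 37°C, 5% CO2 | Measured by: Fluorescence imaging of beta-catenin antibody stain plus DAPI | Read-out basis: % activation of per-cell nuclear versus cytoplasmic median beta-catenin signal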
MT stabilizer = microtubule stabilizers in HeLa cells | HeLa tubulin immunostaining HCS, 24 h; share of cells brighter than vehicle mean+2SD | 200,000 tested, 0.83% active | % tubulin-high responders, % at 10 µM;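 active means plate Z-score above 3 for both tubulin-high and condensed-nucleus cell shares, with cell loss under 80%, at 10 µM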;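 further: anti alpha tubulin signal scored within the nucleus-defined area of each cell; some results filed as inactive read as strong as hits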
WT yeast gro inh = growth inhibition of WT yeast, mitochondrial fusion screen | mitochondrial fusion phenotypic screen, WT strain | inhibition, % at 10 µM | 190,000 tested, 2.1% active | AID 1362; in the data active means inhibition above about 58%; tested in S. cerevisiae
WT yeast gro inh mutant strain = second read-out of WT yeast gro inh, no call of its own (marks repeat the call); inhibition, %; mitochondrial fusion phenotypic screen, mutant strain inhibition
Dynein transport cytoplasmic EGFP = second read-out of Dynein transport, no call of its own (marks repeat the call); z-score; measured here: cytoplasmic GR-EGFP intensity; stronger effect = higher value
Dynein transport nuclear GR-EGFP = further read-out of Dynein transport, marked with its call; z-score; measured here: nuclear GR-EGFP intensity;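 lower value marks the stronger effect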
Dynein transport cell count = second read-out of Dynein transport, no call of its own (marks repeat the call); z-score; measured here: cell count per field
Ins promoter up cell count = also measured in Ins promoter up; calls as there; cell count; measured here: cytotoxicity, nuclei count;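 total cells summed across four imaged fields per well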
Lipid droplet cells 6.5 µM = also measured in Lipid droplet; calls as there; cell count; measured here: cell count, cytotoxicity flag;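 cells counted across two imaged fields per well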
bCat nuc transl cell count 5 µM = also measured in bCat nuc transl; calls as there; cell count; measured here: cell count, cytotoxicity flag
MT stabilizer Hoechst-high % = second read-out of MT stabilizer, no call of its own (marks repeat the call); % Hoechst-high responders; measured here: nuclear condensation Hoechst responders;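 share of cells brighter than vehicle mean plus two SD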
MT stabilizer cytotoxicity % = second read-out of MT stabilizer, no call of its own (marks repeat the call); toxicity, %; measured here: cytotoxicity by cell density;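 0% = mean cell density of plate MIN control wells and 100% = no cells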
Autophagy mod cell loss 18 h = further read-out of Autophagy mod, marked with its call; toxicity, %; measured here: cell loss, nuclei count;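 cell loss after 18 h compound exposure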
Active calls of the source: *; i = inactive; nt = not tested or not shown. A portion of the library; count on the stated rates, not on these rows.

Results follow in this order: NOD2 inhibition	Yfh1-depleted yeast	Ins promoter up	Ins promoter up cell count	Dynein transport	Dynein transport cytoplasmic EGFP	Dynein transport nuclear GR-EGFP	Dynein transport cell count	Autophagy mod	Autophagy mod cell loss 18 h	Lipid droplet	Lipid droplet cells 6.5 µM	bCat nuc transl	bCat nuc transl cell count 5 µM	MT stabilizer	MT stabilizer Hoechst-high %	MT stabilizer cytotoxicity %	WT yeast gro inh	WT yeast gro inh mutant strain
Cc1ccc(N2C(=O)C3C4C=CC(CNC(=S)Nc5ccc(Cl)cc5)(O4)C3C2=O)cc1 (stereo not drawn)
    17.3%	i	-0.48	1234	0.607	-0.298	-0.174	-0.0195	i	2.2	8.7	640	0.0	515	3.4	3.7	9.9	13.8	4.9
CCOC(=O)N1CCN(CCC(=O)c2ccc(Cl)cc2)CC1
    10.4%	i	0.46	1095	-5.39*	2*	-2.09*	-1.36*	i	-0.4	7.3	697	nt	nt	2.3	1.5	3.6	-4.8	5.1
O=C(O)C1Cc2[nH]cnc2C(c2cccc([N+](=O)[O-])c2)N1 (stereo not drawn)
    12.2%	i	-0.61	1261	1.03	-0.337	-0.235	0.761	i	-3.4	0.1	666	0.3	1104	3.2	1.4	4.8	-9.4	-11.0
Oc1cccc(CCC2CCCCN2Cc2cn[nH]c2-c2ccc3c(c2)OCO3)c1 (stereo not drawn)
    16.7%	i	-0.29	1480	1.13	-0.156	0.807	-1.28	i	14.0	-9.6	690	-0.8	1043	1.4	0.6	2.2	7.9	0.2
Cc1ccc2nc(N3C(=O)C(O)=C(C(=O)c4ccc(C)o4)C3c3cccc(O)c3)sc2c1 (stereo not drawn)
    -32.5%	i	0.01	1630	0.168	-0.342	0.00208	0.791	i	-2.9	13.4	646	-1.6	983	2.1	1.8	3.8	13.5	2.8
CCOC(=O)N1CCN(C(=O)C2CCN(CC3CCCCC3)CC2)CC1
    -3.0%	i	0.51	1439	-0.48	-0.265	-0.605	0.939	i	-9.0	0.1	659	2.9	583	2.6	3.2	4.1	-12.1	-17.2
CN1C(=O)C2(c3ccccc31)C1CCCC=C1C(C#N)=C(N)C2(C#N)C#N (stereo not drawn)
    0.6%	i	1.38	1240	0.19	-0.294	0.00798	0.23	i	-3.2	-18.0	692	0.2	1007	2.0	1.0	2.3	2.8	-4.8
COc1ccc(C(C)(C)C)cc1NC(=O)c1ccc2c(c1)SC1=NS(=O)(=O)CCN12
    14.0%	i	0.08	1305	-0.287	-0.266	0.309	0.446	i	5.9	16.0	679	-0.3	1134	2.6	1.4	3.0	-13.2	11.1
Cc1ccsc1/C=N/NC(=O)c1ccc2nc[nH]c2c1
    -10.8%	i	1.05	1398	-0.275	-0.269	-0.231	0.764	i	-5.6	6.2	630	-1.1	536	4.2	2.3	3.9	3.9	-0.1
CCNc1nc(NCC)nc(N/N=C/c2ccc([N+](=O)[O-])o2)n1
    2.2%	i	-0.48	945	-0.634	0.0608	-0.105	0.0444	i	-11.4	-9.9	709	-0.6	1097	1.4	1.8	5.4	-2.4	3.4
Cc1cc(C)c(NC(=O)c2cc(=O)c3ccccc3o2)c(C)c1
    11.8%	i	-0.3	1271	0.375	-0.163	-0.035	-1.08	i	4.8	-2.3	720	-3.6	583	3.8	2.8	3.6	-7.1	-46.9
Cc1ccc(NC(=O)c2ccc3ncsc3c2)cc1S(=O)(=O)N(C)C
    -104.2%	i	-0.1	953	-0.384	-0.179	0.566	-0.284	nt	nt	1.5	631	-0.5	1293	nt	nt	nt	nt	nt
O=C(Cc1ccc(Cl)cc1)c1ccc(O)cc1
    -89.6%	i	-0.03	1265	0.167	-0.243	0.0148	-0.0505	nt	nt	-7.6	756	0.2	1323	nt	nt	nt	nt	nt
O=C(Nc1scc(-c2ccccc2)c1C(=O)O)c1ccco1
    -8.8%	i	0.44	1118	0.172	-0.169	0.456	-1.11	i	-0.8	5.3	755	-0.6	1012	2.0	2.3	5.5	-4.2	-0.8
Cc1ccc(-c2cn(-c3ccc(SC(F)F)cc3)c3[n+]2CCC3)cc1
    14.4%	i	-1.64	535	-0.408	-0.25	-0.185	0.926	i	17.1	-13.2	656	2.4	1000	2.2	1.7	1.1	-2.6	20.3
O=c1[nH]c(=S)c2c(n1-c1ccccc1)CCC2
    -5.0%	i	0.61	1235	0.796	-0.252	0.418	-0.392	i	24.6	6.3	783	-2.6	1190	5.6	2.3	6.1	-3.8	-7.8
O=C(CNC(=O)c1ccco1)N=Nc1c(O)n(CCc2ccccc2)c2ccccc12
    -28.6%	i	0.06	915	0.147	-0.271	-0.0493	0.434	nt	nt	-0.1	630	-0.2	1256	nt	nt	nt	nt	nt
N#C/C(=C/c1cccs1)c1ccccn1
    -27.0%	i	nt	nt	-0.0602	-0.208	0.467	-0.418	nt	nt	2.0	687	0.3	1318	nt	nt	nt	nt	nt
CC(C)n1c(=O)[nH]c2cc(C(=O)Nc3ccccc3)ccc21
    -32.0%	i	0.02	1539	0.388	-0.132	0.103	-1.04	i	-3.8	5.8	700	2.2	1550	1.6	1.0	1.5	-6.0	-7.8
CCCCOC(=O)NC(NCC(O)c1ccccc1)(C(F)(F)F)C(F)(F)F (stereo not drawn)
    12.1%	i	-1.1	929	2.43	-0.115	1.14	-1.03	i	-27.5	-12.8	718	nt	nt	2.6	2.5	1.6	21.1	35.1
Cn1cc(S(=O)(=O)Oc2ccccc2)c(=O)n(C)c1=O
    2.7%	i	-1.16	1315	1.12	-0.171	0.475	-1.34	i	23.0	-12.5	591	2.4	1112	2.9	2.1	4.9	-4.6	-2.6
CCN(CC)c1ccc(CNC23CN4CN(CN(C4)C2)C3)cc1
    1.9%	i	0.92	1222	1.54	-0.0564	1.64	-1.2	i	1.4	25.8	750	nt	nt	4.3	2.7	48.9	10.0	13.8
O=C(CCNC(=O)c1ccco1)Nc1ccc(SC(F)F)cc1
    -4.7%	i	-0.58	1358	-0.0925	-0.303	-0.0707	-0.405	i	39.6	-5.3	693	-1.8	1085	1.9	2.2	24.6	-10.2	4.0
Cc1cccc(C(=O)NNC(=O)c2ccco2)c1
    8.3%	i	-0.12	1228	-0.478	-0.34	-0.621	0.834	i	2.3	-1.9	584	-1.3	955	2.3	4.1	4.1	-9.5	-15.2
CCCN(CCC)CCNC(=O)CCC(=O)Nc1ccc2nc(N3CCN(C)CC3)cc(C)c2c1
    -29.1%	i	-0.22	1283	-0.492	-0.302	0.51	-0.316	i	2.1	-0.5	691	-3.3	1120	2.4	2.0	10.6	12.6	11.6
c1ccc(CSc2nnc(-c3ccncc3)o2)cc1
    -4.5%	i	-0.33	1097	-0.131	-0.231	0.297	0.849	i	-0.9	-2.8	764	0.5	992	2.9	1.1	17.1	6.5	-6.7
Cc1ccc(OCCNC(=O)c2cc(-n3cnnc3)ccc2Cl)cc1C
    8.5%	i	0.23	1251	-0.484	-0.183	0.126	1.36	i	-2.1	nt	nt	2.4	1370	3.2	1.8	2.7	-18.8	-2.0
Cc1ccc(/C([O-])=C(/C(=S)NCc2ccccc2)[n+]2cccc(CO)c2)cc1[N+](=O)[O-]
    4.5%	i	1.34	1212	-0.141	-0.256	-0.174	-0.128	i	-6.3	-18.9	714	-0.6	1086	3.6	2.6	6.7	1.7	-1.3
O=C(O)CCN1CC2([N+](=O)[O-])CC=C(OCCO)C([N+](=O)[O-])(C1)C2 (stereo not drawn)
    -0.3%	i	nt	nt	-0.934	-0.276	-0.425	1.27	i	19.1	3.8	721	-0.3	1168	4.4	1.4	7.0	-2.2	-0.6
O=C(Cn1cncn1)NCCC(c1ccccc1)c1ccccc1
    7.0%	i	0.25	1467	-0.994	-0.287	-0.419	0.572	i	-31.6	0.4	662	-1.9	1044	2.5	1.8	9.0	7.0	11.0
Fc1ccccc1CSc1ncnc2sc3c(c12)CCCC3
    13.0%	i	1.44	1338	-0.205	-0.252	-0.161	0.962	i	-4.2	-11.4	619	0.4	800	2.7	1.5	0.4	50.6	7.2
O=C(Cn1ncc2c1-c1ccccc1OC2)N1CCN(Cc2ccccc2)CC1
    1.8%	i	-1.19	1086	-0.0538	-0.0886	0.156	-0.248	nt	nt	7.8	782	-1.3	1280	nt	nt	nt	nt	nt
CC(=O)Nc1cccc(OCC(=O)Nc2ccccc2)c1
    -32.4%	nt	0.62	1208	0.55	-0.234	0.447	0.789	i	0.8	1.6	735	nt	nt	2.7	1.3	2.0	-14.1	-3.0
CCOC(=O)N/N=C(\C)c1ccc(C)c([N+](=O)[O-])c1
    -1.1%	i	0.41	1428	0.858	-0.262	1.08	-0.847	i	11.8	-1.9	621	-1.0	1128	3.8	1.6	5.9	7.0	0.2
